FLuc counter: counter-screen for miR-21 project: firefly luciferase inhibitors or activators; P08659; purified FLuc, Km substrates, luminescence inhibition; Potency, µM (highest dose often 57.5 µM), inactives show at the top dose activity change, negative = inhibition, usual class: inhibitors; 360,000 tested, 6.9% active; AID 588342;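 also: potency is read from the fitted curve at half-maximal effect; plate controls were vehicle for no effect and reference inhibitor for full effect; nearly all actives have a fitted effect of over 55% in size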
Target sequence (P08659 whole entry, looked up): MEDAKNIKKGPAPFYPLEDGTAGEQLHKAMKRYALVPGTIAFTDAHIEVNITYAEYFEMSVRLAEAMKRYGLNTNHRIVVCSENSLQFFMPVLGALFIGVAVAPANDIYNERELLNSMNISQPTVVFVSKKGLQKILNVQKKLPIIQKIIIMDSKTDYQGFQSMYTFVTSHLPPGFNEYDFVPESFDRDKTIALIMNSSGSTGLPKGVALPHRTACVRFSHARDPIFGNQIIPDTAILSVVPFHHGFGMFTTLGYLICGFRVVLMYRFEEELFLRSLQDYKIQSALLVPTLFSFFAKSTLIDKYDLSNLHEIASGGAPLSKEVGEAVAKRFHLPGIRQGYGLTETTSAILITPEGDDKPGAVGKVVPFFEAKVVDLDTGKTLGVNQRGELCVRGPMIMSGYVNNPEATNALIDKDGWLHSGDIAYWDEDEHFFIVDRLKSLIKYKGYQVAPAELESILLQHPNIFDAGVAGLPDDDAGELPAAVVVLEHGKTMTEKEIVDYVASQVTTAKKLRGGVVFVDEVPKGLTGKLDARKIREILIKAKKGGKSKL
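Biochemical qHTS of compounds, final roughly 60 µM downward over six points, against 10 nM purified firefly luciferase using Km concentrations of substrates (10 uM D-luciferin, 10 uM ATP) in Tris acetate pH 7.5 buffer; luminescence output.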
Rab9 promoter act: activators of Rab9 promoter; Huh7 Rab9 promoter-luciferase reporter, luminescence, 24 h; Potency, µM (top dose mostly 9.22 µM), without a hit: top-dose activation, negative = inhibition, usual class: activators; 320,000 tested, 2.8% active; AID 485297; also: potency is read from the fitted curve at half-maximal effect; % of control where 0% means no effect; nearly all actives have a fitted effect of over 60% in size
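Rab9 promoter-driven luciferase in stably transfected Huh7 cells; 1500 cells/well rested 2 h, exposed to compound in DMSO for 24 h at 37 °C, 5% CO2. Luminescence read 10 min after adding luciferase reagent at ambient temperature.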
uPA generation: blocks generation of uPA at the cell surface. Potency, µM (top dose mostly 38.3 µM), for inactives: at the top dose activity change, negative = inhibition, usual class: inhibitors. AID 540303. cell surface uPA generation assay, qHTS. 330,000 tested, 0.31% active; active = well fitted inhibition curve with a large enough effect; inconclusive = small, poorly fitted or top-dose-only effect; inactive = no such curve, though single readings can be large or run the other way; tested in mouse RAW 264.7 cells; also: potency is read from the fitted curve at half-maximal effect; % is scaled to controls: 0 for no effect and ±100 for the full control effect; nearly all actives have a fitted effect of over 55% in size
FBPA coupling cs: counter-screen for Giardia aldolase inhibitors: coupling enzyme system; coupling enzyme system counterscreen, AmpLite Red fluorescence; activity change, negative = inhibition, % at 58.2 µM, hits read low; 290,000 tested, 0.67% active; in the data active = activity change below about -30%; also: % is scaled to controls: 0 for no effect and ±100 for the full control effect
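Final compound at 57.5 uM, incubated 10 min at RT with coupling enzyme reagent (glyceraldehyde-3-phosphate), then 20 min with substrate and AmpLite Red detection. Fluorescence read at 525/598 nm; tests interference with the coupling assay, not aldolase inhibition.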
NPC1 prom act: activators of NPC1 promoter | Huh7 NPC1 promoter luciferase reporter, 24 h | Potency, µM (highest dose often 9.22 µM), for the others: at the highest dose activation, usual class: activators | 320,000 tested, 2.4% active | AID 485313;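 also: potency is read from the fitted curve at half-maximal effect; % of control where 0% means no effect; nearly all actives have a fitted effect of over 60% in size; reporter is driven by a mutant NPC1 promoter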
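Compounds in DMSO were transferred onto Huh7 NPC1-luciferase reporter cells pre-incubated 2 h; after 24 h at 37 °C, Amplite reagent was dispensed and luminescence recorded 10 min later.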
RORg inh: blocks mouse ROR gamma transcriptional activity; P51450; Drosophila S2 Gal4-RORgamma UAS-luciferase reporter, 20 h; Potency, µM (doses to about 53.6 µM), without a hit: at the top dose activity change, negative = inhibition, actives largely listed as inhibitors; 310,000 tested, 5.4% active; also: potency is read from the fitted curve at half-maximal effect; % is scaled to controls: 0 for no effect and ±100 for the full control effect; nearly all actives have a fitted effect of over 60% in size
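Using a luciferase readout, inhibitors were identified by reduced reporter activity in Drosophila cells coexpressing a copper-inducible Gal4–ROR gamma fusion and UAS-driven Photinus luciferase, incubated 20 hr after 700 uM copper sulfate.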
KCNH2 3.1 block: inhibitors of human KCNH2 3.1 potassium channel isoform. U2OS KCNH2 3.1, thallium flux FluxOr; hits give low values. 340,000 tested, 0.95% active. activity change, % (tested at about 1.8 µM);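 active = maximum activity change below -70%; inconclusive = maximum activity change from -70% to -50%; inactive = maximum activity change above -50%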;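 also: thallium influx rate constant from kinetic fluorescence after stimulation buffer; % is scaled to controls: 0 for no effect and ±100 for the full control effect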
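We transduce U2OS cells with the mutant 3.1 virus, culture them overnight, load FluxOr with Red40 quencher for 45 min, then add stimulation buffer and read kinetically for 2 min to derive a normalized rate constant.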
Giardia killer: kills Giardia lamblia; activity change, % at 7.66 µM, hits read low; 340,000 tested, 0.15% active; Giardia lamblia trophozoite viability; in the data active = activity change below about -80%; inconclusive = between about -30% and that limit;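 also: parasites exposed to compound for two days anaerobically before the ATP read; % is scaled to controls: 0 for no effect and ±100 for the full control effect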
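Killing of trophozoites was scored by loss of ATP luminescence after a 48 hrs anaerobic exposure to compounds at 37 deg C, using 100 cells per well.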
Tb PFK inh: inhibitors of T. brucei phosphofructokinase; T. brucei PFK, ADP-Glo luminescence; 330,000 tested, 0.17% active; Potency, µM (doses to about 57.5 µM), for the others: at the highest dose activity, negative = inhibition, most hits filed as inhibitors; O15648;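 also: potency is read from the fitted curve at half-maximal effect; 0% = uninhibited 1x PFK enzyme wells and -100% = no-enzyme wells; nearly all actives have a fitted effect of over 60% in size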
Target sequence (O15648 whole entry, looked up): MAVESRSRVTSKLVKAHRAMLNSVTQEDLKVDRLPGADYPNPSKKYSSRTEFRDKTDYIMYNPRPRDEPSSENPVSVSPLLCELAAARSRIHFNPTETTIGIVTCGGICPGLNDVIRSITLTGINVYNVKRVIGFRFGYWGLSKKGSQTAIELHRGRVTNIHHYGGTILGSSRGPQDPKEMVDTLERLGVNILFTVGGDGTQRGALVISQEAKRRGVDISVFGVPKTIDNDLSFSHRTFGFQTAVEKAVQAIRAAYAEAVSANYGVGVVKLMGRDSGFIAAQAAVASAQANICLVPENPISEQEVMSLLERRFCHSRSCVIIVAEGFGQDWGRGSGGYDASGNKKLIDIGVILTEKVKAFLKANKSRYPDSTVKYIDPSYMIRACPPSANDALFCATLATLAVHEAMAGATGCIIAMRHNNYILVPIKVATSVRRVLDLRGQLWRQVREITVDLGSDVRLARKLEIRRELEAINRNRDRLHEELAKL
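ADP-Glo luminescence quantified ADP after 45 min at room temperature, with 1.25 nM T. brucei PFK, 0.1 mM ATP and 0.5 mM fructose-6-phosphate in pH 8.0 TEA buffer. qHTS titrations up to 57 µM; curves classified by quality.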
Gal4-VP16 FLuc: inhibits Gal4-VP16 luciferase reporter, ROR gamma counter-screen | 310,000 tested, 3.5% active | Potency, µM (top dose mostly 53.6 µM), for the others: top-dose activity, negative = inhibition, hits mostly inhibitors | Drosophila S2 Gal4-VP16 UAS-luciferase, luminescence, 20 h;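 also: Gal4-VP16 expression switched on by copper sulfate through the metallothionein promoter; potency is read from the fitted curve at half-maximal effect; % is scaled to controls: 0 for no effect and ±100 for the full control effect; nearly all actives have a fitted effect of over 50% in size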
ELG1 genotoxic: genotoxicity induction in ELG1-luciferase HEK293T cells | AID 504466 | Potency, µM (top dose mostly 46 µM), without a hit: top-dose activity change, positive = activation, hits mostly activators | 330,000 tested, 1.3% active | HEK293T ELG1-luciferase reporter, luminescence, 16 h; also: potency is read from the fitted curve at half-maximal effect; % of control where 0% means no effect; nearly all actives have a fitted effect of over 60% in size
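Cells (2,000/well) expressing the ELG1-luciferase fusion are dosed by pin tool and kept 16 hr at 37 °C, 5% CO2. Signal comes from ONE-Glo luciferase reagent after 30 min at room temperature.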
Starred values were filed as active, the others as inactive; u = inconclusive; x = no result given; & = joins results of further samples; [ ] = another dose, or the depositor's remark. Unless noted, calls follow the shape of the dose curve; as a rule, active = well fitted curve in the direction sought with a large enough effect; inconclusive = small, poorly fitted or top-dose-only effect, or another doubt; inactive = no such curve, though single readings can be large; an effect the other way counts as inactive or inconclusive.

SMILES	FLuc counter	Rab9 promoter act	uPA generation	FBPA coupling cs	NPC1 prom act	RORg inh	KCNH2 3.1 block	Giardia killer	Tb PFK inh	Gal4-VP16 FLuc	ELG1 genotoxic
O=C(COC(=O)Cc1ccsc1)Nc1cccc(Cl)c1	-5%	-5%	0%	x	-5%	x	6	-13	-12%	x	-3%
CC(=O)c1ccc(S(=O)(=O)N2CCN(CC(=O)NC(=O)NC3CCCCC3)CC2)cc1	2%	-5%	-5%	x	-2%	x	-1	2	4%	x	-4%
COc1ccc(OC)c(NC(=O)CSc2nc3[nH]c(=O)cc(O)c3s2)c1	7%	-1%	15%	x	-5%	x	-14	-1	1%	x	-1%
O=C(CN(Cc1ccccc1)S(=O)(=O)c1ccc2c(c1)OCCO2)Nc1ccc2c(c1)OCCO2	-18%	11%	-3%	-3	14%	-2%	-13	-6	2%	-13%	-4%
CC(C(=O)Nc1ccc2c(c1)OCCO2)N1CCN(C(=O)c2ccco2)CC1 (stereo unspecified)	1%	0%	1%	1	-4%	1%	-9	3	1%	2%	0%
COc1ccc2c(c1)OC[C@H]1[C@H]2N2C(=O)c3ccccc3NC(=O)[C@@]2(C)[C@H]1c1ccccc1	x	x	u	x	x	x	-11	-13	8%	x	0%
O=C(/C=C\NCC(=O)c1ccccc1)c1ccccc1	12µM*	19%	-1%	2	16%	3%	0	2	5%	-19%	5%
Cc1cc(C)c(C(=O)CN2C(=O)NC3(CCC(C)CC3)C2=O)cc1C (stereo unspecified)	-1%	1%	5%	5	-1%	11%	-9	-6	3%	-1%	0%
COc1ccc(C(=O)N/N=C/C2CC=CCC2)cc1OC (stereo unspecified)	3%	-11%	-1%	0	-2%	-17%	10	14	-8%	0%	1%
CC(=O)c1ccsc1-c1c(C)cc2oc(=O)cc(-c3ccccc3)c2c1C	x	x	u	10	x	-10%	x	11	-14%	-5%	3%
C/C(=N\NC(=O)c1nnn(-c2nonc2N)c1-c1ccccc1)c1ccccc1O	0%	-37%[inhibitor]	-15%	2	-35%[inhibitor]	1.8µM*	-2	43[activator]	-1%	6.3µM*	5%
CN(CC(=O)Nc1ccc(F)c(F)c1F)C(=O)CC1CCCCC1	-1%	-2%	12%	x	-5%	x	-19	0	5%	x	1%
O=C(Nc1cc(S(=O)(=O)N2CCOCC2)ccc1N1CCCCC1)c1cc(-c2ccccn2)nc2ccccc12	u	-2%	2%	4	-3%	6%	-5	-4	-10%	-3%	-10%
COc1cccc(NC(=O)CSc2nc(=O)n(Cc3ccncc3)c3c2CCCC3)c1	-1%	-4%	-1%	x	0%	x	3	8	20%	x	-2%
CCC(C)Cn1c(O)cc2nn(-c3nc4ccccc4s3)c(=O)c-2c1C (stereo unspecified)	0.3µM*	-43%[inhibitor]	2%	2	-38%[inhibitor]	u	16	-10	17%	-2%	-8%
Cc1ccc(C(=O)C2=C(O)C(=O)N(Cc3ccco3)C2c2ccc(N(C)C)cc2)o1 (stereo unspecified)	-3%	1%	-11%	x	-4%	14%	-15	-4	-22%	u	3%
CCCn1c(C(O)c2cc(OC)ccc2OC)nc2ccccc21 (stereo unspecified)	-2%	-9%	-5%	1	-6%	18µM*	1	-18	-11%	-10%	-1%
OCC[C@H]1C[C@@H](O)[C@H](O)[C@]2(CCc3ccccc3CO2)O1	-2%	0%	9%	x	-1%	x	30	0	-1%	x	-5%
Cc1n[nH]c(=O)n1-c1ccc(OCc2ccccc2)cc1	21µM*	2.8µM*	-3%	7	u	4%	0	-10	-12%	u	u
COc1ccc(N2C(C(C)=O)=NN(c3ccccc3)C2c2cccs2)cc1 (stereo unspecified)	0%	0%	x	-1	-4%	-37%	x	x	0%	u	-11%
CC(=O)N/C(=C\c1ccccc1)C(=O)OCC(=O)c1ccccc1	0%	-4%	-7%	x	-1%	x	5	-10	-1%	x	-3%
Cc1cc(=O)oc2cc(OC(C)C(=O)NCC3CCC(C(=O)O)CC3)ccc12 (stereo unspecified)	6%	1%	6%	2	-3%	-6%	3	1	5%	0%	-1%
Cc1ccc(CNC(=O)Cn2cnc3c(OCc4ccccc4)ncnc32)o1	x	x	u	x	x	x	8	4	-3%	x	4%
CCCCCc1ccc(-c2ccc(OC)cc2)nc1	u	-9%	-4%	-1	0%	-20%	23	10	3%	6%	-13%
C/C(=N\NC(=O)c1c(Cl)c(C)nn1C)c1cccc(NC(=O)c2cccc(F)c2)c1	11µM*	16%	-4%	1	2%	u	x	8	1%	-1%	-17%
O=c1c2cc(Cl)cc(Cl)c2nc2n1CCC2	-1%	0%	-7%	3	-3%	2%	10	-9	-5%	10%	-3%
COc1ccc(S(=O)(=O)Nc2c(C)ccc3nsnc23)cc1OC	1%	-2%	-1%	-1	-1%	-3%	41	-17	1%	-4%	-2%
COc1cc(C2C(C(=O)c3ccco3)=C(O)C(=O)N2CCc2ccccc2)ccc1O (stereo unspecified)	5%	-8%	-1%	7	-1%	2%	-7	-4	-18%	-11%	5%
CC1CN(C(=O)c2ccc(-c3ccccc3Cl)o2)CC(C)O1 (stereo unspecified)	u	27%	-1%	x	17%	x	-7	-5	0%	x	4%
COc1ccc(S(=O)(=O)NC(Cc2cnc[nH]2)C(=O)O)cc1 (stereo unspecified)	2%	2%	3%	4	-4%	-6%[10 µM]	4	2	-4%	0%	-1%
CCN1CCN(Cc2nnc(-c3ccc(C)cc3)o2)CC1	-4%	-2%	-4%	4	-3%	14%	1	7	1%	1%	2%
CCn1nnnc1SCC(=O)N1CCN(c2ccccc2)CC1	0%	1%	u	-1	-1%	-10%	u	1	2%	0%	1%
O=C(Nc1cccc(S(=O)(=O)NC2=NCCC2)c1)c1ccc(=O)[nH]c1	3%	-1%	17%	x	1%	x	5	43[activator]	9%	x	0%
O=S(=O)(Nc1cc(Cl)ccc1N1CCCCC1)c1cccs1	0%	-1%	6%	-4	-1%	-10%	11	6	-3%	u	-5%
COc1ccc(-c2nc3ccccc3c(C(=O)Nc3ccc(S(=O)(=O)Nc4cc(C)on4)cc3)c2C)cc1	u	1%	-11%	2	-3%	u	5	-9	0%	-11%	-8%
CC(C(=O)NCC(=O)Nc1ccc(F)c(F)c1F)N1CCN(Cc2ccc(C#N)cc2)CC1 (stereo unspecified)	-1%	-3%	6%	x	1%	x	-29	3	-17%	x	-3%
COc1ccccc1NC(=S)N1CCN(C(=O)C2CCCO2)CC1 (stereo unspecified)	3%	10%	16%	1	-1%	-13%	4	17	-2%	-4%	0%
Clc1ccccc1OCCCOc1cccc2cccnc12	7.6µM*	u	6%	-4	u	u	1	5	6%	u	u
Cn1ncc(Br)c1C(=O)NC1CCCCCCC1	-7%	2%	-4%	1	-1%	x	4	-28	1%	x	-4%
Cc1cc(C)n2nc(C(=O)NCC(=O)Nc3ccc(F)c(F)c3)nc2n1	-2%	0%	3%	x	0%	x	-17	-4	0%	x	-2%
COc1ccc(CNCC(O)(c2ccccc2)c2ccc(Cl)cc2)cc1 (stereo unspecified)	-2%	-11%	-1%	-1	-6%	-8%	-72*	11	-9%	u	-10%
COc1cccc(CN(C)C(=O)CSC(C)C(=O)Nc2cc(C)on2)c1OC (stereo unspecified)	-1%	0%	1%	x	-1%	x	-1	-1	-2%	x	2%
C/C(=N\NC(=O)c1nnn(-c2nonc2N)c1C(C)C)c1ccncc1	0%	-13%	2%	5	16%	28%	8	-1	0%	-3%	-5%
COc1ccc(CCNC(=O)CC2SC(=NCc3ccccc3OC)NC2=O)cc1 (stereo unspecified)	6%	-3%	0%	0	-1%	8%	-13	-5	-1%	-8%	-4%
CCN(C[C@H]1N[C@@](CC)(C(=O)OC)[C@H]2C(=O)N(Cc3ccccc3)C(=O)[C@@H]12)S(=O)(=O)c1ccc(C(F)(F)F)cc1	x	x	2%	x	x	x	-26	10	-2%	x	-1%
COc1ccc(Cl)cc1NC(=S)NCCO	0%	-7%	1%	4	0%	4%	9	-5	-3%	-6%	-1%
COC(=O)c1ccc2c(=O)n(-c3ccc(OC)cc3)c(=S)[nH]c2c1	-2%	15%	-8%	0	-1%	2.8µM*	0	9	0%	5.6µM*	1%
O=C(O)C1CCC(=O)N(C2CCCCC2)C1c1ccccc1Cl (stereo unspecified)	-2%	-1%	-3%	1	-4%	-3%	29	2	1%	3%	-6%
CCOC(=O)CSc1nnc2n(Cc3ccccc3)c(=O)c3c4c(sc3n12)CCC4	5%	-5%	6%	6	-5%	u	0	7	1%	-8%	-4%
COc1ccc(OC)c(CC(=O)Nc2cc(S(=O)(=O)N3CCCCC3)ccc2C)c1	-1%	-2%	-13%	x	-12%	x	10	-8	2%	x	-3%
O=C(c1cc2ccccc2o1)N1CCN(Cc2ccccc2)CC1	u	19%	0%	x	-1%	u	-6	-2	0%	-8%&24%	7%

Compound activity: PubChem BioAssay, National Center for Advancing Translational Sciences (NCATS)

Rows are unselected; about 14% have a hit in one of these screens.
